Lamin A splicing = qHTS Assay for Modulators of Lamin A Splicing; HeLa LMNA splicing GFP/RFP minigene ratio, 48 h; Potency, µM (titrated, usually from 46.1 µM), without a hit: at the highest dose ratio change, negative = inhibition, most hits filed as inhibitors; hit rate 0.01% among 200,000; AID 1487, 2009; active = well fitted inhibition curve with a large enough effect in the signal ratio, with a control signal flat, not every such curve was filed as active; inconclusive = small, poorly fitted or top-dose-only effect, or effect the other way, or a change in a side signal; the % refers to the signal ratio; note: % is set by controls: 0 for no effect and ±100 for the full control effect
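Read-out is the ratio of GFP to DsRed2 object intensity, acquired by 488 nm laser-scanning cytometry on HeLa lamin A-EGFP minigene reporter cells. Compound incubation 48 hrs at 37 °C in Opti-MEM with 2% FBS; DMSO 0.5% final.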
KDM4E inh = qHTS Assay for Inhibitors of Human Jumonji Domain Containing 2E (JMJD2E); Lysine-specific demethylase 4E (Homo sapiens), B2RXH2; JMJD2E catalytic domain, FDH-coupled NADH fluorescence (FDH is formaldehyde dehydrogenase); Potency, µM (highest dose often 57.1 µM), inactives show at the top dose activity change, negative = inhibition, actives largely listed as inhibitors; hit rate 1.6% among 230,000; AID 2147, 2009; active = well fitted inhibition curve with a large enough effect, not every such curve was filed as active; inconclusive = small, poorly fitted or top-dose-only effect, or another doubt; inactive = no such curve, though single readings can be large or run the other way;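 note: 0% = wells with enzyme and -100% = buffer wells without enzyme; nearly all actives have a fitted effect of over 50% in size; many of its hits are not listed in these tables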
Target sequence (B2RXH2 1-337 limits assumed): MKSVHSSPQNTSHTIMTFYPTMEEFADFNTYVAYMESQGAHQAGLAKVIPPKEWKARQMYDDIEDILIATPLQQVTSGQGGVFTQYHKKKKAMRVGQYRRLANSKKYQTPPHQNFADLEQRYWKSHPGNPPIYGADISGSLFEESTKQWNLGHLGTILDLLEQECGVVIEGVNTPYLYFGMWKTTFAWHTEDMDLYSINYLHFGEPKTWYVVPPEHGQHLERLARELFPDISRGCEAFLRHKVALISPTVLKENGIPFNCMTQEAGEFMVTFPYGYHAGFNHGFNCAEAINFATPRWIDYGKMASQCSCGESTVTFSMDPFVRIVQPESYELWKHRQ
Tau fibril ThT = qHTS for Inhibitors of Tau Fibril Formation, Thioflavin T Binding; AID 1460, 2008; Microtubule-associated protein tau (Homo sapiens), P10636; Potency, µM (series often up to 57.4 µM), without a hit: at the top dose activity, negative = inhibition, most hits filed as inhibitors; hit rate 2.1% among 270,000; recombinant tau K18 P301L (four-repeat tau fragment), heparin-induced fibrillization, ThT fluorescence; note: % is set by controls: 0 for no effect and ±100 for the full control effect; nearly all actives have a fitted effect of over 55% in size
Target sequence (P10636 561-689 P618L limits assumed): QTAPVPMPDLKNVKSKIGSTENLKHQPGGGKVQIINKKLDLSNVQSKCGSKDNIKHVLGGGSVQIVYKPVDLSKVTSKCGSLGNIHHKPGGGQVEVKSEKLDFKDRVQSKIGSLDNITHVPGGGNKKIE
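Recombinant human tau K18 fragment […] carrying P301L, 15 uM unlabeled plus 0.24 uM Alexa 594-labeled, was fibrillized with 20 uM heparin in 100 mM sodium acetate pH 7 for 6 hr at 37 C; 30 uM ThT fluorescence read after 1 hr.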
KinaseGlo FLuc = Counterscreen for Luciferase (Kinase-Glo TM) Inhibition; AID 1379, 2008; Potency, µM (highest dose often 38.3 µM), for inactives: top-dose activity change, negative = inhibition, most hits filed as inhibitors; Luciferin 4-monooxygenase (Photuris pensylvanica), Q27757; hit rate 0.28% among 200,000; Kinase-Glo luciferase, ATP luminescence, 8 min; note: % is set by controls: 0 for no effect and ±100 for the full control effect; nearly all actives have a fitted effect of over 60% in size
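Inhibition of Kinase-Glo luciferase light generation was assessed at 10 uM ATP in pH 7.2 imidazole buffer, with luminescence measured after eight minutes at ambient temperature.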
SMN2 splice up = qHTS Assay for Enhancers of SMN2 Splice Variant Expression. HEK293 SMN2-luciferase splicing reporter, luminescence, 30-36 h. Potency, µM (highest dose often 46.1 µM), for inactives: at the highest dose activity change, positive = activation, actives largely listed as activators. hit rate 2.8% among 210,000; note: % of control where 0% means no effect; nearly all actives have a fitted effect of over 55% in size
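qHTS luciferase splicing reporter: luminescence rises when SMN2 exon 7 is included in transfected HEK293 cells. Compound exposure lasted 30-36 h at 37C, with 4.5 mM final sodium butyrate as control, followed by a ONE-Glo read.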
RECQ1 helicase = qHTS Assay for Inhibitors of RecQ-Like Dna Helicase 1 (RECQ1); ATP-dependent DNA helicase Q1 (Homo sapiens), P46063; RECQ1 DNA unwinding, red fluorescence kinetic read; Potency, µM (doses to about 57.3 µM), without a hit: top-dose activity, negative = inhibition, most hits filed as inhibitors; hit rate 0.54% among 240,000; AID 2549, 2010;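 note: plate controls were vehicle for no effect and no enzyme for full effect; nearly all actives have a fitted effect of over 30% in size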
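RECQ1T1 50 nM; forked duplex (20 bp + 30-nt ss tails) 200 nM, ATP 2 mM final; pH 8.0, 2 mM MgCl2, 2.5 ug/ml poly(dI-dC); 15 min compound preincubation; discontinuous kinetic read over 2 h at RT.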
L3MBTL1 block = qHTS Assay for the Inhibitors of L3MBTL1; AlphaScreen L3MBTL1–H3K9me1 peptide binding; Potency, µM (highest dose often 57.1 µM), without a hit: at the highest dose activity, negative = inhibition, usual class: inhibitors; hit rate 0.66% among 230,000; note: % is set by controls: 0 for no effect and ±100 for the full control effect; nearly all actives have a fitted effect of over 60% in size
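AlphaScreen proximity signal between nickel-chelate acceptor and streptavidin donor beads (final 10 ug/mL) reports binding of 50 nM L3MBTL1 to 75 nM biotin-H3 K9me1 peptide; complex incubated with compounds 30 min at room temperature; cefsulodin titration as control.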
ALDH1A1 block = qHTS Assay for Inhibitors of Aldehyde Dehydrogenase 1 (ALDH1A1); Aldehyde dehydrogenase 1A1 (Homo sapiens), P00352; Purified ALDH1A1, NADH fluorescence, propionaldehyde substrate; Potency, µM (series often up to 75.3 µM), for the others: at the top dose activity, negative = inhibition, most hits filed as inhibitors; hit rate 7.3% among 220,000; AID 1030, 2008; active = well fitted inhibition curve with a large enough effect, not every such curve was filed as active; inconclusive = small, poorly fitted or top-dose-only effect, or another doubt; inactive = no such curve, though single readings can be large or run the other way;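 note: plate controls were no enzyme wells and a reference inhibitor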
Target sequence (P00352 whole entry, looked up): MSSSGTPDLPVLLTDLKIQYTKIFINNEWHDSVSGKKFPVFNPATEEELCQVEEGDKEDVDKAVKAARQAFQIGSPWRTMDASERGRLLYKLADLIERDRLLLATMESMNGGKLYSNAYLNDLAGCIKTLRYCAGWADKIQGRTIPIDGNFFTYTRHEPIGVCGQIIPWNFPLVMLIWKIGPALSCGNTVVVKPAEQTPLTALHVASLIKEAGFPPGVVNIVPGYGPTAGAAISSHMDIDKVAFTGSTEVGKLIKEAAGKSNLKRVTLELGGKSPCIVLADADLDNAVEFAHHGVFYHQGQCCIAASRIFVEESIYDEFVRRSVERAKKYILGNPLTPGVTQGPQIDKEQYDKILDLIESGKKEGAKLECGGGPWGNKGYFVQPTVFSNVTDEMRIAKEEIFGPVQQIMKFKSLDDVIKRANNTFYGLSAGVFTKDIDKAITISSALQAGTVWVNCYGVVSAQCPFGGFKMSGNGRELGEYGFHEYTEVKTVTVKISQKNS
Active calls of the source: *; i = inactive; ? = inconclusive; nt = no result given; & = joins results of further samples; [ ] = dose if it differs, or a comment. Unless noted, calls come from the whole dose curve; as a rule, active = well fitted curve in the direction sought with a large enough effect; inconclusive = small, poorly fitted or top-dose-only effect, or another doubt; inactive = no such curve, though single readings can be large; an effect the other way counts as inactive or inconclusive. Potency is the fitted concentration of half-maximal effect.

SMILES	Lamin A splicing	KDM4E inh	Tau fibril ThT	KinaseGlo FLuc	SMN2 splice up	RECQ1 helicase	L3MBTL1 block	ALDH1A1 block
CN1C(=O)C(=Cc2sc(=O)n(-c3ccccc3)c2N(C)C)C(=O)N(C)C1=O	nt	-4%	?	nt	nt	-26%	3%	nt
N#Cc1ccc(NC(=O)CN2CCCC2)cc1Cl	nt	-4%	-1%	-1%	21%	-5%	nt	-6%
CCOC(=O)c1ccc(NC(=O)c2c(O)[nH]c(=O)[nH]c2=O)cc1	?	?	?	10%	-26%	-17%	7.1µM*	?
Fc1ccccc1N1CCN(Cc2c(F)cccc2F)CC1	7%	20µM*	-5%	1%	20%	i	-11%[11.4 µM]	?
Cc1ccc(-n2c(O)c(C=N)c(=O)n(-c3ccc(C)cc3)c2=O)cc1	nt	-5%	-5%	nt	nt	3%	-2%	nt
c1ccc2sc(N3CCNCC3)nc2c1	9%[46 µM]	9%	-7%	-4%	13%	i	-3%	9%
NCCc1ccccn1	nt	nt	-5%	2%[39.9 µM]	nt	5%	nt	6%
CC1(C)C(C(=O)NN2C(=O)c3ccccc3C2=O)C1(C)C	11%	3%	-7%	1%	-6%	-10%	nt	1%
CCCN(CCC)C1CCc2cccc(O)c2C1 (centres undefined)	-9%	3%	-5%&5%	-2%	-4%&-5%	-30%	nt	7%&7%
C/C(=N\NC(=O)c1ccncc1)c1c(O)n(Cc2ccccc2)c(=O)[nH]c1=O	nt	?	?	nt	nt	i	8%	nt
C=CCn1c(O)c(C(C)=NCCO)c(=O)[nH]c1=O	4%	6%	-7%	-1%	12%	i	6%	16%
Cc1cccc(NC(=O)C2CCCN(S(=O)(=O)c3ccc4c(c3)oc(=O)n4C)C2)c1 (centres undefined)	?	-3%	-8%	nt	nt	4%	nt	nt
O=C1NCN(c2ccccc2)C12CCN(C[C@H]1COc3ccccc3O1)CC2	nt	4%	-11%	3%	nt	-11%	nt	-11%
C[C@H](N)[C@H](O)c1ccc(O)c(O)c1	?	4.5µM*	nt	2%[17.1 µM]	13%[20.6 µM]	1.8µM*	nt	0%[20.9 µM]
Cn1cc(CCC(=O)N2CCC3(CC2)OCCO3)c2ccccc21	9%	?	-7%	1%	-12%	-1%	-5%	?
COC(=O)c1cc2c(cn1)[nH]c1ccccc12	?	?	?	-1%	19%&19%	i	nt	?
Oc1ccc(/C=N/NP(=S)(c2ccccc2)c2ccccc2)cc1O	2%	?	?	-2%	-9%	-20%	nt	6%
CN1CCc2cc(O)cc3c2C1Cc1ccc(O)c(O)c1-3 (centres undefined)	?	?	16µM*	-6%	-2%&-17%	?	nt	?
N#CCCn1cc(C(=O)Nc2ccccc2Br)c(-c2ccc([N+](=O)[O-])cc2)n1	-6%	-6%	-2%	-2%	-12%	-6%	4%	1%
COC(=O)Nc1ccc(N=C(N)N[N+](=O)[O-])cc1	4%[46 µM]	-7%	-7%	-2%	2%	4%	18%	8%

As entered above:
CCCN(CCC)C1CCc2cccc(O)c2C1 (centres undefined) in KinaseGlo FLuc shows -2%
Cc1ccc(-n2c(O)c(C=N)c(=O)n(-c3ccc(C)cc3)c2=O)cc1 in Tau fibril ThT shows -5%

The results go on.
SMILES	Lamin A splicing	KDM4E inh	Tau fibril ThT	KinaseGlo FLuc	SMN2 splice up	RECQ1 helicase	L3MBTL1 block	ALDH1A1 block
CC(NCc1ccccc1C(F)(F)F)C(O)c1ccccc1 (centres undefined)	nt	13%	9%	2%	0%	i	15%	0%
CCN(CC)c1ccc(/C=N/c2sc3c(c2C#N)C2CCN3CC2)c(O)c1	-11%	-2%	?	-2%	-2%[1.84 µM]	-6%	-18%	?
[N-]=[N+]=CC(=O)OCC(N)C(=O)O (centres undefined)	nt	-9%	-6%	-6%	-3%	8%	nt	-6%
O=c1c2ccccc2[nH]c(=S)n1-c1ccc(Br)cc1	-19%[46 µM]	4%	-1%	1%	16%	-5%	14%	8%
O=Cc1cn(Cc2cccc([N+](=O)[O-])c2)c2ccccc12	?	5%	12%	1%	-79%[inhibitor]	-7%	12%	4µM*
CC(C)OC1CCCC(O)C1CC(=O)O (centres undefined)	nt	3%	3%	nt	nt	-4%	17%	nt
N=c1sccn1Cc1ccc(Cl)cc1Cl	-15%	6%	13%	2%	0%	i	-1%	7%
C[C@@H]1Cc2c(Cl)cc(C(=O)N[C@@H](Cc3ccccc3)C(=O)O)c(O)c2C(=O)O1	nt	nt	-15%	2%[39.9 µM]	nt	i	nt	?
CC1CN(O)C2CCc3c(no[n+]3[O-])C12O (centres undefined)	-6%	-1%	-2%	0%	-12%	i	nt	8%
CC(=O)NC(Cc1ccc(N(CCCl)CCCl)cc1)C(=O)O (centres undefined)	?	-4%	-12%	3%	6%	0%	21%	3%
CN(C)c1ccc(/C=C/C=C/c2sc3ccccc3[n+]2C)cc1	nt	-1%	6.3µM*	nt	nt	61%[activator]	?	nt
CCNC[C@H](O)c1cccc(O)c1	?	7%[25.5 µM]	nt	-4%[17.1 µM]	-5%[20.6 µM]	-7%[25.9 µM]	nt	8%[20.9 µM]
Cc1cc(NC(=O)CCl)nn1C	?	1%	0%	-2%	nt	-5%	12%	?
CC(C)(C)NS(=O)(=O)c1ccc(OCC(=O)N2CCN(Cc3ccccc3)CC2)cc1	16%[46 µM]	2%	-8%	-2%	nt	-5%	-4%	?
CC1(C)C2([N+](=O)[O-])CN3CN(C2)CC1([N+](=O)[O-])C3	3%[46 µM]	-9%	-3%	1%	-1%	i	7%	9%
COc1ccc(NP(=O)(Oc2ccccc2OC)Oc2ccccc2OC)cc1	-12%	-14%	-16%	-1%	-6%	i	-4%	6%
Cc1ccc(/C=C2\C(=O)NC(=O)N(Cc3ccccc3Cl)C2=O)o1	nt	-8%	?	-2%	-12%	?	-25%	?
CC(C)CCCn1c(O)c(/C=C2/C=CC=N2)c(=O)[nH]c1=O	-12%	7%	?	-2%	-11%	-8%	-15%	?
CC(=O)OC1CC[C@@]2(C)C3CC[C@]4(C)C(=O)CCC4C3CC[C@H]2C1 (some centres undefined)	nt	1%	?	-3%	-5%	i	nt	18%
CCCC(=O)OCC[N+](C)(C)C	-7%	-13%	-15%&-6%	-3%	-18%&-2%	15%&13%	4%	-5%&0%
COc1ccc(CC(=O)N2CCN(C)CC2)cc1OC	-7%	-5%	-7%	-3%	15%	-2%	nt	2%
CCC(NC(=O)OC(C)(C)C)C(=O)Oc1cc(C)cc2oc(=O)c3c(c12)CCC3 (centres undefined)	4%	4%	-23%	-4%	-36%[inhibitor]	-5%	-5%	?
OC(c1ccccc1)(c1ccccc1)c1ccncc1	-6%	2%	1%	-2%	-4%	-9%	0%	-11%
NC(=O)c1c(NC(=O)c2ccc(S(=O)(=O)N(CCCl)CCCl)cc2)sc2c1CCCCC2	4%	?	3%	-4%	17%	-10%	4%	-11%
NC(=NCCC[C@H](N)C(=O)O)N[N+](=O)[O-]	?	3%&8%	-5%&-3%	-3%&0%	2%	-12%&-6%	nt	4%&1%
NC(=O)c1ccc(N=Nc2c(O)[nH]c(=O)[nH]c2=O)cc1	-12%	5%	9%	2%	11%	-1%	8%	22%
COc1ccc(CCNC2CCCCC2)cc1	nt	4%	1%	-1%	16%	i	11%	4%
Cc1cc(/C=C2\C(=O)NC(=O)N(Cc3ccccc3)C2=O)c(C)n1C1CC1	4%[46 µM]	2%	-9%	-1%	-6%	i	-5%	-9%
COc1ccc(N2CCN(C(=O)c3cc(=O)[nH]c4ccccc34)CC2)cc1	?	-1%	-5%	4%	?	-1%	0%	5%
CC(C)c1ccc(N2C(=O)NC(=O)/C(=C\c3cnc(-c4ccccc4)nc3)C2=O)cc1	12%	20µM*	22µM*	-5%	10%	i	-3%	7.1µM*
CC1=CC(=O)OC2CC3OC4C[C@@H](C)C5OC6CC7O[C@]8(C)C/C=C\C9OC%10CC%11OC(CC(C)CO)CC(O)[C@]%11(C)OC%10CC9OC8C[C@]7(C)O[C@]6(C)CCC5OC4C[C@]3(C)OC12 (some centres undefined)	nt	8%	-13%	nt	nt	-5%	12%	2.8µM*
Cc1cc(C)cc(-n2c(C)cc(/C=C3\C(=O)NC(=O)N(C)C3=O)c2C)c1	-1%	1%	-13%	-3%	11%	-8%	-6%	12%
CN1CCN(c2c[nH]c(=O)[nH]c2=O)CC1	-6%	-10%	5%	2%	5%	i	0%	2%
CN1CCN(c2nc([N+](=O)[O-])nn2C)CC1	-1%	-5%	6%	-1%	22%	2%	5%	6%
CCOC(=O)C(O)(c1ccc(N(C)C(=O)c2ccc(Cl)c(Cl)c2)cc1)C(F)(F)F (centres undefined)	?	-7%	5%	-2%	-22%	-6%	3%	7%
CCCCn1c(O)c(C(CC)=NC(C)c2ccccc2)c(=O)[nH]c1=O (centres undefined)	-12%	16%	-11%	6%	-2%	-5%	nt	2%
COc1ccc(NP(=O)(Oc2ccc(Cl)cc2)Oc2ccc(Cl)cc2)cc1OC	?	-20%	-13%	-1%	-15%	-13%	-12%	6%
CC(CN)CC(=O)O (centres undefined)	nt	nt	-3%	nt	-6%	13%	nt	-1%
COC(=O)CNC(=O)c1cn(CCC#N)nc1-c1ccc(F)cc1	nt	-6%	-1%	1%	-3%	4%	nt	4%
O=C(Oc1ccccc1)N1CCC2(CC1)CN(C(c1ccccc1)c1ccccc1)C2	nt	nt	nt	-3%	-29%	-3%	nt	?

Assay outcomes deposited in PubChem BioAssay by National Center for Advancing Translational Sciences (NCATS).

Only part of the results is shown; the hit share may differ from the screen's.
